NCI-60 one-dose screen, 48 h, at 10 µM unless noted. Numbers give growth in % (100 = growth as untreated, 0 = no growth, -100 = all killed).
SF-268: SF-268 CNS cancer cells | 3.1% of 82,000 active
OVCAR-5: OVCAR-5 ovarian cancer. 2.9% of 82,000 active
PC-3: PC-3 prostate cancer cells. 3.9% of 80,000 active
OVCAR-4: OVCAR-4 ovarian cancer cells. 3.7% of 80,000 active
OVCAR-8: OVCAR-8 ovarian cancer; 4.4% of 81,000 active; AID 1794782
OVCAR-3: OVCAR-3 ovarian cancer; 7% of 79,000 active; AID 1794787
U251: U251 CNS tumor cells; 5.4% of 80,000 active
DU-145: DU-145 prostate cancer; 4.2% of 81,000 active
SK-OV-3: SK-OV-3 ovarian cancer cells; 3.2% of 80,000 active
Active calls of the source: *; x = no result given; & = joins results of further samples; ! = a repeat was not active. How the source made its calls: active means growth percent below 10; inactive means the rest. Compounds as they come. About 9.5% of those tested had a hit in this group.

#1 O=C1/C(=C/c2ccc(F)c(F)c2)CN(C(=O)C(Cl)Cl)C/C1=C\c1ccc(F)c(F)c1
#2 Cc1ccc(S(=O)(=O)N/N=C2\C(=N\NS(=O)(=O)c3ccc(C)cc3)C3c4ccccc4C2c2ccccc23)cc1
#3 CC(C)Oc1ccc2cc(-c3nn(CC4CCNCC4)c4ncnc(N)c34)ccc2c1
#4 COc1cc2c(cc1OC)C1(NCC2)C(=O)NC2C=CC=CC21 (stereo not given)
#5 CCc1cc2c(cc1C(C)=O)C(C)(C)CC(C)C2(C)C (stereo not given)
#6 C=CS(=O)(=O)O

assay / entry,1,2,3,4,5,6
SF-268,-39*,109,1.1*!,94,91,93
OVCAR-5,-73*,96,40&80,99,95,109
PC-3,-85*,91,17&65,95,100,98
OVCAR-4,-67*,98,31&100,105,106,112
OVCAR-8,-95*,98,39&91,99,105,105
OVCAR-3,-97*,111,34&92,96,108,102
U251,-99*,101,-12*!,89,101,103
DU-145,-98*,116,40&107,103,102,101
SK-OV-3,-35*,102,13&76,88,106,99

#7 Cc1ccc(S(=O)(=O)OC2COCOC2C(OS(=O)(=O)c2ccc(C)cc2)C2OCOCC2OS(=O)(=O)c2ccc(C)cc2)cc1 (stereo not given)
#8 Cc1ccc(-c2nc3ccc(Cl)cc3c3nncn23)cc1
#9 CC1=C2C[C@H](C3(N)CC4(CC4)NC3=O)[C@H](O)C[C@@]2(C)CCC1 (stereo not given in full)
#10 Cc1ccc(NC(N)=S)cc1
#11 N#C/C(=C\c1ccc(Cl)cc1)C(=O)c1c[nH]c2ccccc12
#12 CCCNC(=O)Nc1ccc2cc3ccc(NC(=O)NCCC)cc3nc2c1

assay / entry,7,8,9,10,11,12
SF-268,106,73,100,103,92,84
OVCAR-5,101,82,107,109,100,90
PC-3,98,68,95,102,90,82
OVCAR-4,118,21,105,119,99,65
OVCAR-8,103,77,98,108,95,75
OVCAR-3,110,55,100,126,105,70
U251,102,82,95,108,95,61
DU-145,111,72,107,120,104,118
SK-OV-3,107,17,103,122,94,95

#13 CC(C)C1=CC(=O)CCC1
#14 c1ccc(COC(CN2CCOCC2)c2ccccc2)cc1 (stereo not given)
#15 COc1ccc(OC)c(C=C2C(=O)NNC2=O)c1
#16 COC(=O)C/C=N\Nc1cc(=O)[nH]c2ccccc12
#17 CN1CCN(C(=O)[C@]23CCC(C)(C)C[C@H]2C2=CC[C@@H]4[C@@]5(C)CCC(=O)NC(C)(C)[C@@H]5CC[C@@]4(C)[C@]2(C)CC3)CC1
#18 Nc1nnc(CCC(=O)Nc2nnc(-c3ccccc3)s2)s1

assay / entry,13,14,15,16,17,18
SF-268,96,103,86,101,91,98
OVCAR-5,97,109,87,103,100,101
PC-3,98,95,93,91,83,96
OVCAR-4,104,105,113,101,98,103
OVCAR-8,98,101,107,99,100,x
OVCAR-3,105,108,93,112,91,107
U251,95,100,97,102,82,105
DU-145,102,111,98,111,99,108
SK-OV-3,100,102,95,109,107,92

#19 Cc1cc(C)c2c(Nc3ncnc4c3sc3ncccc34)onc2n1
#20 C[C@H](NC(=O)CNC(=O)c1cccc2c(=O)c3ccccc3[nH]c12)C(=O)O
#21 CNc1nc2c(c(=O)n(C)c(=O)n2C)n1C
#22 CCCCCCCCNC(=O)c1ccc(Cn2c(CCCC)nc3c(N)nc4ccccc4c32)cc1
#23 CCCC1CCCCN1CSCC (stereo not given)
#24 CN=C(N)c1ccc(N)cc1

assay / entry,19,20,21,22,23,24
SF-268,100,99,113,54,106,101
OVCAR-5,97,107,103,76,108,108
PC-3,100,98,86,42,99,100
OVCAR-4,97,102,108,-54*,110,110
OVCAR-8,95,106,103,-11*,103,110
OVCAR-3,109,108,114,70,104,120
U251,92,104,101,-59*,108,101
DU-145,111,105,114,28,119,111
SK-OV-3,110,108,115,76,109,96

#25 Nc1ccc(S(=O)(=O)NCCN(CCNS(=O)(=O)c2ccc(N)cc2)S(=O)(=O)c2ccc(N)cc2)cc1
#26 CCOC(=O)c1c(Cl)c2c(n1Cc1cc(OC)cc(OC)c1)-c1oncc1CCC2
#27 CNC(=O)Sc1cccc(C)c1
#28 COc1cc(NC(=O)Cn2c(-c3cncs3)nc3ccccc32)cc(OC)c1OC
#29 CCN(CC)C(=NC(C)(C)C)c1ccccc1
#30 COc1cc(CNC(=O)Cc2ccccc2)ccc1OCc1cn(-c2ccc(C#N)cc2)nn1

assay / entry,25,26,27,28,29,30
SF-268,100,51,105,103,104,95
OVCAR-5,94,50,118,95,109,96
PC-3,93,23,100,85,126,89
OVCAR-4,98,x,x,89,115,97
OVCAR-8,98,39,98,94,106,97
OVCAR-3,101,-18*,112,113,114,104
U251,98,33,105,89,106,100
DU-145,112,21,115,115,112,107
SK-OV-3,94,28,113,110,94,100

Reformatted as tab-separated lines: entries from further up
#	Compound	SF-268	OVCAR-5	PC-3	OVCAR-4	OVCAR-8	OVCAR-3	U251	DU-145	SK-OV-3
10	Cc1ccc(NC(N)=S)cc1	103	109	102	119	108	126	108	120	122
11	N#C/C(=C\c1ccc(Cl)cc1)C(=O)c1c[nH]c2ccccc12	92	100	90	99	95	105	95	104	94
12	CCCNC(=O)Nc1ccc2cc3ccc(NC(=O)NCCC)cc3nc2c1	84	90	82	65	75	70	61	118	95
13	CC(C)C1=CC(=O)CCC1	96	97	98	104	98	105	95	102	100
14	c1ccc(COC(CN2CCOCC2)c2ccccc2)cc1 (stereo not given)	103	109	95	105	101	108	100	111	102
15	COc1ccc(OC)c(C=C2C(=O)NNC2=O)c1	86	87	93	113	107	93	97	98	95
16	COC(=O)C/C=N\Nc1cc(=O)[nH]c2ccccc12	101	103	91	101	99	112	102	111	109
17	CN1CCN(C(=O)[C@]23CCC(C)(C)C[C@H]2C2=CC[C@@H]4[C@@]5(C)CCC(=O)NC(C)(C)[C@@H]5CC[C@@]4(C)[C@]2(C)CC3)CC1	91	100	83	98	100	91	82	99	107
18	Nc1nnc(CCC(=O)Nc2nnc(-c3ccccc3)s2)s1	98	101	96	103	x	107	105	108	92
19	Cc1cc(C)c2c(Nc3ncnc4c3sc3ncccc34)onc2n1	100	97	100	97	95	109	92	111	110
20	C[C@H](NC(=O)CNC(=O)c1cccc2c(=O)c3ccccc3[nH]c12)C(=O)O	99	107	98	102	106	108	104	105	108
21	CNc1nc2c(c(=O)n(C)c(=O)n2C)n1C	113	103	86	108	103	114	101	114	115
22	CCCCCCCCNC(=O)c1ccc(Cn2c(CCCC)nc3c(N)nc4ccccc4c32)cc1	54	76	42	-54*	-11*	70	-59*	28	76
23	CCCC1CCCCN1CSCC (stereo not given)	106	108	99	110	103	104	108	119	109
24	CN=C(N)c1ccc(N)cc1	101	108	100	110	110	120	101	111	96
25	Nc1ccc(S(=O)(=O)NCCN(CCNS(=O)(=O)c2ccc(N)cc2)S(=O)(=O)c2ccc(N)cc2)cc1	100	94	93	98	98	101	98	112	94
26	CCOC(=O)c1c(Cl)c2c(n1Cc1cc(OC)cc(OC)c1)-c1oncc1CCC2	51	50	23	x	39	-18*	33	21	28
27	CNC(=O)Sc1cccc(C)c1	105	118	100	x	98	112	105	115	113

Next structures:
#31 CCn1c(Cn2cc(-c3ccc(F)cc3)nn2)nc2ccccc21
#32 CC(C)(C)OC(=O)N1CCCN(CCNc2nccc(-c3c(-c4cccc(O)c4)nc4sccn34)n2)S1(=O)=O
#33 Cc1c(Cl)ccc2c(C(O)CBr)cc(-c3ccccc3)nc12 (stereo not given)
#34 CCCC(CCC)c1ccccc1C(=O)NCCNc1nccc(Nc2ccc(S(=O)(=O)Nc3ccccn3)cc2)n1
#35 CCOC(=O)C1=C(C)NC(=O)NC1c1c(Cl)n(C(C)=O)c2ccccc12 (stereo not given)
#36 O=S(=O)(Nc1ccccc1)N1CCCCC1

assay / entry,31,32,33,34,35,36
SF-268,103,110,102,97,94,103
OVCAR-5,105,114,105,103,92,98
PC-3,93,85,73,101,88,94
OVCAR-4,109,108,110,96,94,121
OVCAR-8,99,97,99,97,93,104
OVCAR-3,103,119,118,101,101,119
U251,98,117,102,99,102,117
DU-145,110,85,106,107,107,121
SK-OV-3,97,69,105,102,92,106

#37 O=C(CCc1nnco1)c1nc2ccc([N+](=O)[O-])cc2[nH]1
#38 CC1CC(c2ccccc2)(c2ccccc2)C(=O)C(C)N1C (stereo not given)
#39 Cc1cc2c(cc1C)C(=O)OC2=O
#40 Cc1cc2c(cc1C)NC(=O)C(C)CN2 (stereo not given)
#41 Fc1ccc(Cn2cc(CSc3nc4ccccc4s3)nn2)cc1
#42 COc1ccc(-c2cc(C(=O)NCc3ccccc3)nn2-c2ccc(S(C)(=O)=O)cc2)cc1OC

assay / entry,37,38,39,40,41,42
SF-268,102,111,99,x,96,97
OVCAR-5,108,104,105,101,91,102
PC-3,96,83,94,89,94,110
OVCAR-4,105,86,116,122,91,94
OVCAR-8,105,116,103,100,99,100
OVCAR-3,105,104,106,119,108,115
U251,107,103,95,103,97,99
DU-145,107,112,107,123,104,105
SK-OV-3,107,102,108,106,95,105

#43 Cc1ccc(C)c2c1sc1nc3n[nH]c(N)c3c(=N)n12
#44 CCc1nn2c(-c3ccc(F)cc3)c(-c3cc(OC)c(OC)c(OC)c3)nc2s1
#45 CC(C)CCOC(OCCC(C)C)OCCC(C)C
#46 Nc1nc(SC2CCCCC2)c2[nH]cnc2n1
#47 CCCCN(CCCC)c1ccc(C(=N)c2ccc(N(CCCC)CCCC)cc2)cc1
#48 O=C(/C=C/c1ccccc1O)c1ccccc1

assay / entry,43,44,45,46,47,48
SF-268,109,96,104,91,-96*,95&104
OVCAR-5,106,103,107,110,-82*,108&114
PC-3,86,86,97,93,-94*,90&88
OVCAR-4,101,74,115,106,-79*,83&108
OVCAR-8,98,86,95,102,-82*,93&108
OVCAR-3,114,90,83,101,-99*,90&110
U251,100,87,95,99,-93*,81
DU-145,111,99,102,103,-99*,94&116
SK-OV-3,127,98,86,x,-23*,102&114

#49 O=c1/c(=C/c2ccccc2)sc2nc(-c3ccc(Cl)cc3Cl)nn12
#50 CCn1cc(Nc2ncc3nnn(-c4ccc(C(=O)OC)cc4)c3n2)cn1
#51 COc1ccc(-n2c(NC(=O)N3CCN(C)CC3)c(C#N)c3ccc(F)cc32)cc1
#52 Fc1c(F)c(F)c(Br)c(F)c1F
#53 CCOC(=O)/C=C(\C)C(F)(F)F
#54 CN(C)c1ccc(N2C(=O)C=CC2=O)cc1

assay / entry,49,50,51,52,53,54
SF-268,108,99,79,99,101,100
OVCAR-5,x,105,97,104,106,97
PC-3,116,83,91,102,110,90
OVCAR-4,x,112,102,117,106,118
OVCAR-8,103,86,97,90,107,97
OVCAR-3,105,92,97,114,112,108
U251,105,72,87,99,111,97
DU-145,108,110,96,112,108,110
SK-OV-3,98,78,81,105,110,92

#55 CC1=NN(c2ccc([N+](=O)[O-])cc2)C(=O)C1
#56 Cc1cc(C)c(C(=O)c2ccccc2Br)c(C)c1
#57 COc1cc(Cc2nn3cc(-c4ccccc4)nc3s2)cc(OC)c1OC
#58 COc1cc(-c2nc3occn3c2-c2ccnc(NCCCNS(=O)(=O)c3ccc(F)cc3)n2)ccc1F
#59 CCC(C)NC(=O)c1ccc(C(C)C)cc1 (stereo not given)
#60 CC(=O)Nc1ccc(/C=N/O)cc1

assay / entry,55,56,57,58,59,60
SF-268,99,102,97,103,97,101
OVCAR-5,93,93,96,121,100,102
PC-3,91,x,74,100,76,96
OVCAR-4,93,82,82,107,111,112
OVCAR-8,111,102,x,101,89,98
OVCAR-3,97,93,92,109,108,102
U251,98,94,103,105,92,96
DU-145,104,111,107,109,108,109
SK-OV-3,101,118,88,89,104,101

#61 COc1cc(NCc2ccccc2O)c2ncccc2c1
#62 Cc1nc(C)c(CSC2N=C(c3ccc(Br)cc3)c3cnn(-c4ccccc4)c3N2)nc1C (stereo not given)
#63 O=C1C=CC(=O)N1Cc1ccccc1
#64 Oc1ccccc1-c1cn2ccnc2c(-c2ccccc2O)n1
#65 COc1cc2nc(Cl)nc(Nc3cccc(C4=Nc5c(N)nc(N)nc5NC(c5ccc(Cl)cc5)C4)c3)c2cc1OC (stereo not given)
#66 COc1nc(OC)nc(-c2cc(-c3ccc(Br)cc3)no2)n1

assay / entry,61,62,63,64,65,66
SF-268,110,93,97,60,84,110
OVCAR-5,70,91,98,106,114,128
PC-3,84,91,93,70,63,84
OVCAR-4,82,88,114,71,101,109
OVCAR-8,102,100,99,76,29,108
OVCAR-3,97,109,97,60,63,119
U251,99,x,96,63,-52*,x
DU-145,112,110,99,81,88,109
SK-OV-3,107,104,106,73,124,110

#67 N=c1c2cc(-c3ccccc3)oc2ncn1/N=C/c1ccc(Br)cc1
#68 CCCCCCCC(=O)Oc1ccc2c(c1)OCO2
#69 NNc1nc2c(cnn2-c2ccccc2)c2nc(N)nn12
#70 Cc1cc(=O)c2cc3nc(-c4cccnc4)oc3c(Br)c2o1
#71 CCCCC1COc2cccc3c2N1C=C/C3=C\C(=O)N(C)Cc1ccccc1 (stereo not given)
#72 CC(=O)n1nc(C(=O)OCCCc2ccccc2)c2ccccc21

assay / entry,67,68,69,70,71,72
SF-268,69,93,101,107,96,99
OVCAR-5,49,94,101,90,109,103
PC-3,75,92,99,100,88,93
OVCAR-4,20,103,121,101,73,107
OVCAR-8,81,96,100,100,94,97
OVCAR-3,-7.7*,98,102,123,110,106
U251,46,97,106,98,103,94
DU-145,51,112,108,119,104,108
SK-OV-3,101,95,94,195,108,101
